Scp-1 inhibitor = blocks human Scp-1 phosphatase activity. Q9GZU7. Recombinant Scp1, phosphopeptide, malachite green phosphate absorbance. inhibition, % at 20 µM. 340,000 compounds, 0.88% hits;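 active = inhibition above about 50% at 20 µM, limit read from the data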;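 note: plate controls were DMSO wells with enzyme for no effect and wells lacking enzyme for full effect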
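Test system: SCP-1 phosphatase catalytic domain, residues 76-261 | Compound dosing: One concentration, 20 µM, with 1.0% DMSO | Schedule: 45 min room-temperature reaction, 5 min colour, 30 min stabiliser | Detection: Absorbance at 630 nm | Read-out basis: % inhibition of SCP-1 phosphate liberation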
LMPTP inh = blocks human LMPTP phosphatase. recombinant LMPTP-A, OMFP fluorogenic substrate, fluorescence intensity. 360,000 compounds, 0.22% hits. AID 651560. P24666. inhibition, % at 20 µM;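 active = compounds that cut the enzyme signal by at least half of the control window in the single-dose screen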;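 note: plate controls were DMSO wells with enzyme plus substrate for no effect and substrate without enzyme for full effect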
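Material: LMPTP-A; amount: 0.625 nM enzyme; doses: single 20 µM dose; times: reaction 50 min, room temperature, dark; technique: fluorescence intensity of OMFP turnover product; benchmarks: no-enzyme and uninhibited controls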
CSN deneddyl inh = inhibitors of human CSN-mediated cullin deneddylation | Q92905 | Purified CSN, SCF-Nedd8-OG deneddylation, fluorescence polarization | inhibition, % at 12.5 µM | 360,000 compounds, 0.38% hits;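 active = pattern-corrected inhibition above about 35%, with an unprinted fluorescence ratio check between 0.5 and 1.5, limit read from the data, passing the limit was not always enough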;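 note: 0% = enzyme with substrate and 100% = substrate without enzyme; some results filed as inactive read as strong as hits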
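Test system: purified human Csn5 enzyme expressed in HEK293T cells. Amount: 0.24 nM enzyme. Reagent: SCFSkp2-Nedd8OG substrate at 10 nM final. Schedule: 90 min incubation of compound, enzyme and substrate at room temperature. Detection: fluorescence polarization. Read-out: % inhibition of substrate cleavage by Csn5.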
Rpn11 block = blocks the human proteasome subunit Rpn11; O00487; human 26S proteasome, Ub4-pepOG fluorescence polarization; 20S core pre-blocked with epoxomicin; calls only at 20 µM; 360,000 compounds, 0.59% hits; AID 588493;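 active = inhibition at 20 µM, scaled to each plate's controls, above about 33%, limit read from the data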
MsrA inh = bovine MsrA inhibition | inhibition, % at 15.5 µM | purified bovine MsrA, absorbance read-out | 360,000 compounds, 0.75% hits; in the data active = inhibition above about 4.5%;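 note: 0% = vehicle wells with enzyme and 100% = reference inhibitor wells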
TbMetRS inhib = Trypanosoma brucei MetRS inhibition; inhibition, % at 11.9 µM; 360,000 compounds, 0.4% hits; purified T. brucei MetRS, ATP depletion, Kinase-Glo luminescence;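 active = inhibition above a per-plate cutoff of the control wells' mean inhibition plus 3 SD, cut at about 5.5% in these data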;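 note: 0% = DMSO wells median and 100% = median of wells with control inhibitor compound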
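Material: parasite MetRS enzyme / Replication: singlicate, one well per compound / Signal: luminescence of leftover ATP / Schedule: 2 h aminoacylation at 25 °C after 15 min preincubation / Medium: HEPES-MgCl2-KCl buffer plus DTT, spermine, BSA, pyrophosphatase / Doses: 11.9 µM single point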
SUMO1-SIM PPI = modulators of human SUMO1-mediated protein-protein interactions. P63165. SUMO1 binding to a labelled peptide, TR-FRET, 1 h. inhibition, % at 20 µM. 360,000 compounds, 0.33% hits. AID 602429; in the data active = inhibition above about 37%
DNMT1 block = inhibitors of human DNMT1 | inhibition (reported as % activation of signal), % at 10 µM | 360,000 compounds, 0.83% hits | AID 588458 | DNMT1 molecular beacon, Hinp1I cleavage, fluorescence; in the data active = inhibition above about 50%
Target sequence (P26358 504-1616 limits assumed): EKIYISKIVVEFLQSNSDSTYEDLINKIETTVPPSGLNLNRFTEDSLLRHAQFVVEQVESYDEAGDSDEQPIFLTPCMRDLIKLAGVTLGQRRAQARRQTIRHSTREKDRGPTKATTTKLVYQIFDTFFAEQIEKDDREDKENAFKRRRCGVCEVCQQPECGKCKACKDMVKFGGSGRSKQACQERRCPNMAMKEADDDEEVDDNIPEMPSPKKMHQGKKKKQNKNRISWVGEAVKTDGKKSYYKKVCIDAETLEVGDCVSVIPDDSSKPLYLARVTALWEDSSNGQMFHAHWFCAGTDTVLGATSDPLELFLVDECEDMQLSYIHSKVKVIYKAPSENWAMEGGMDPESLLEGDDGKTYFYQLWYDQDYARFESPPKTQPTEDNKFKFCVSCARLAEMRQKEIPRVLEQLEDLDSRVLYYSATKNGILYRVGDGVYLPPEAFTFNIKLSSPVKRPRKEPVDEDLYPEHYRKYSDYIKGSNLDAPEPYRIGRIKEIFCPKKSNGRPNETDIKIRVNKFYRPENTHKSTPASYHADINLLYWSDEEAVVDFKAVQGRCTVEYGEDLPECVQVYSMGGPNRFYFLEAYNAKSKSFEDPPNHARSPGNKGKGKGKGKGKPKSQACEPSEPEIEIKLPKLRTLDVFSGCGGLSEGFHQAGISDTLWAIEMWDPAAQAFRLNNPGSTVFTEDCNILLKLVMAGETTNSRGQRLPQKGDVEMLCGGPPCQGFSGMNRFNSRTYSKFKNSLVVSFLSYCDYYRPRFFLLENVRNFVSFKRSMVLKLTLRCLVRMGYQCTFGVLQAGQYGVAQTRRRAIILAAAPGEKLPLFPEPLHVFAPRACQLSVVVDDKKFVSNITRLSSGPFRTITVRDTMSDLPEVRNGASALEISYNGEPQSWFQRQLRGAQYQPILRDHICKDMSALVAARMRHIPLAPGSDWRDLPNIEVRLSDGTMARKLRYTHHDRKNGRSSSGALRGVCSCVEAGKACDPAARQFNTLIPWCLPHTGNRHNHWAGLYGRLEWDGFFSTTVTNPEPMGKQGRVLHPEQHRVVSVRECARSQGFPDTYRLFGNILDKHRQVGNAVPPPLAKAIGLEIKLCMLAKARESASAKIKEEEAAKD
STEP block = inhibitors of human striatal-enriched phosphatase STEP | recombinant STEP, OMFP fluorogenic substrate, fluorescence | inhibition, % at 20 µM | 360,000 compounds, 0.25% hits | AID 588621;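 active = inhibition at 20 µM, scaled per plate between control wells, above about 37%, limit read from the data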;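 note: 0% = DMSO with enzyme and substrate and 100% = substrate only without enzyme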
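medium = Bis-Tris buffer pH 6.0, 2.5 mM DTT, 0.005% Tween 20 | test system = STEP (striatal-enriched tyrosine phosphatase) enzyme, cell-free | measure = normalized % inhibition | compound dosing = 20 µM, 1% DMSO | also added = 25 µM OMFP | schedule = reaction 20 min, ambient temperature | measured by = fluorescence read at 480 nm ex / 540 nm em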
NadD block = blocks S. aureus nicotinate mononucleotide adenylyltransferase | purified NadD enzyme, colorimetric absorbance read-out | inhibition, % at 20 µM | 360,000 compounds, 0.78% hits; in the data active = inhibition above about 26%; note: some compounds past the cut are filed as inactive
* hit, by the source's call; i = inactive; . = not tested or not shown.

SMILES	Scp-1 inhibitor	LMPTP inh	CSN deneddyl inh	Rpn11 block	MsrA inh	TbMetRS inhib	SUMO1-SIM PPI	DNMT1 block	STEP block	NadD block
COc1cccc(CC(=O)OCC(=O)N(C)CC(=O)Nc2ccc(F)cc2)c1	3.9	-0.9	-0.3	i	0.1	-0.5	-3.2	2.4	-1.4	-1.5
CCOC(=O)C1=C(c2ccccc2)NC(=O)NC1c1cc(OC)c(OC)cc1OC (configuration not stated)	4.5	-1.3	0.2	i	-0.6	-1.3	-4.5	0.7	-1.1	-1.6
O=C(CSCCO)Nc1ccccc1	-12.1	-1.5	3.4	i	-0.1	0.1	2.2	-1.5	-0.8	-1.3
CCCCCNC(=O)c1ccc2c(=O)n(CC3CCCO3)c(=S)[nH]c2c1 (configuration not stated)	-0.3	0.0	-2.5	i	0.7	-0.3	1.6	-2.4	-3.5	-2.5
Cn1c(=O)c2c(nc(N/N=C/c3cccs3)n2Cc2ccc(Br)cc2)n(C)c1=O	-5.3	2.3	-11.3	i	-0.4	1.7	-4.9	-1.9	-1.0	10.1
C[C@H](NC(=O)c1nc[nH]c1C(=O)N1CCNCC1)C(=O)OC(C)(C)C	-3.5	-4.3	-7.2	i	-0.2	-0.4	-0.1	5.7	-0.6	-1.6
CCOc1ccc(CCN2C(=O)c3cccnc3C2=O)cc1OCC	-3.2	-1.4	3.2	i	0.1	-1.1	-16.5	5.9	0.4	-0.2
Cc1cc(C(=O)Nc2ccc(S(=O)(=O)Nc3onc(C)c3C)cc2)c(C)o1	-2.7	-1.6	6.1	i	-0.8	-0.9	9.9	1.1	-5.0	2.4
CC(OC(=O)c1cc(=O)[nH]c2ccccc12)C(=O)Nc1ccc(Cl)cn1 (configuration not stated)	-4.6	1.0	-1.5	i	1.1	-0.3	-14.2	-2.2	-1.4	0.5
CCN(CC(=O)Nc1ccc(NC(C)=O)cc1)C(=O)C1CCCC1	-6.8	-1.4	3.4	i	-0.5	-0.2	2.6	-2.4	-1.4	-4.9
CCc1nc2c(OCCOc3ccc(F)cc3)cccn2c1N(C=O)Cc1ccc(OC)cc1	.	1.7	-2.6	i	0.5	-0.3	17.6	-9.1	-0.6	10.8
CC1=NN(C(=O)c2ccccc2Cl)C(O)(c2ccccc2)C1 (configuration not stated)	-7.7	-0.7	2.1	i	-0.5	-0.2	1.0	3.9	4.9	-1.6
Cc1noc(C)c1NC(=O)N(C)C[C@@H]1OCc2cn(nn2)CCCC(=O)N([C@H](C)CO)C[C@H]1C	.	-0.8	1.0	i	-2.0	-0.1	4.5	3.3	0.8	0.4
FC(F)(F)c1cccc(NC(=S)N2CCN(c3ccccc3)CC2)c1	0.5	-2.5	-7.4	i	-1.0	-1.4	-0.8	9.7	2.1	1.1
COc1ccc(CN2C[C@@H](CO)O[C@@H](n3cnc4c(NCc5ccco5)ncnc43)C2)cc1	.	0.7	1.6	i	-0.1	0.2	-5.3	1.5	-0.8	0.8
CCC(C(=O)n1cccc1C#N)c1ccccc1C (configuration not stated)	-14.5	-1.6	0.0	i	-0.2	-0.3	1.6	9.8	6.4	-9.7
CCNc1nc2ccccc2[nH]1	-4.2	2.6	-0.4	i	0.9	1.9	-0.2	4.8	37.8	-2.5
COc1cc(C(=O)Oc2ccc3c(c2)OCC3=O)cc(OC)c1OC	-6.2	1.0	1.6	i	0.5	0.1	-2.9	-5.3	-1.2	-1.2
CCCCc1cc(=O)oc2cc(C)cc(OCC(=O)N3CCC(C(=O)O)CC3)c12	4.1	-2.6	1.9	i	0.2	-1.7	3.3	2.8	-2.4	-3.3
CN(C)C(=S)SCC(=O)NCc1ccc(F)cc1	1.1	-1.2	-1.9	i	1.8	-1.6	-3.0	-3.0	4.5	-6.2

Ordered by the number under CSN deneddyl inh (rising): some entries from above.
compound | CSN deneddyl inh
FC(F)(F)c1cccc(NC(=S)N2CCN(c3ccccc3)CC2)c1 | -7.4
CCOC(=O)C1=C(c2ccccc2)NC(=O)NC1c1cc(OC)c(OC)cc1OC (configuration not stated) | 0.2
COc1ccc(CN2C[C@@H](CO)O[C@@H](n3cnc4c(NCc5ccco5)ncnc43)C2)cc1 | 1.6

2 compounds from above, showing only MsrA inh and CSN deneddyl inh:
| SMILES | MsrA inh | CSN deneddyl inh |
| --- | --- | --- |
| CCc1nc2c(OCCOc3ccc(F)cc3)cccn2c1N(C=O)Cc1ccc(OC)cc1 | 0.5 | -2.6 |
| CC1=NN(C(=O)c2ccccc2Cl)C(O)(c2ccccc2)C1 (configuration not stated) | -0.5 | 2.1 |

Continued.
SMILES	Scp-1 inhibitor	LMPTP inh	CSN deneddyl inh	Rpn11 block	MsrA inh	TbMetRS inhib	SUMO1-SIM PPI	DNMT1 block	STEP block	NadD block
O=Cc1ccc(-c2ccc(Cl)cc2Cl)[nH]1	-8.1	0.1	8.9	i	1.5	2.3	-6.5	-6.6	1.2	0.3
O=CNC(=O)c1ccccc1C(=O)O	-2.2	-0.7	1.7	i	-1.0	-0.2	3.8	-2.4	-8.0	-0.8
O=S(=O)(CC(CN1CCOCC1)N1CCOCC1)c1ccccc1 (configuration not stated)	-3.9	-0.5	-3.5	i	-0.3	-0.7	3.5	1.0	2.2	0.1
Cc1ccc(S(=O)(=O)N2CCC(C(=O)Nc3ccccc3N3CCCCC3)CC2)cc1C	5.2	5.2	-0.3	i	-1.4	-0.2	5.3	0.1	2.8	8.8
O=C(C1CCCN(S(=O)(=O)c2ccc(F)cc2)C1)N1CCCCCC1 (configuration not stated)	1.0	0.0	2.6	i	-0.7	0.0	-2.8	0.8	-0.3	0.7
O=C(Nc1cccc(F)c1)Nc1ccnn1C1CCN(C(=O)c2ccccn2)CC1	-10.7	-0.9	3.0	i	0.0	0.1	2.5	2.1	-2.6	1.6
CCOc1ccccc1Nc1nnc(SCC(=O)Nc2nc(-c3ccc(OC)cc3)cs2)s1	-8.0	0.6	0.3	i	0.7	-0.6	-1.2	-2.3	-1.7	25.5
CCC(=O)Nc1ccc(C(=O)N2CCN(C(=O)c3ccco3)CC2)cc1	-3.7	-1.7	1.0	i	-0.5	-0.5	0.8	4.9	0.0	-2.5
CC(C)CCNC(=O)CCS(=O)(=O)c1cccc2nonc12	0.6	-1.1	2.1	i	0.2	-0.1	-27.8	3.0	2.6	1.0
O=S(=O)(NCCSc1ccccc1)c1ccc(F)cc1	2.6	-1.4	0.3	i	0.1	-1.2	1.3	-3.6	-2.8	-2.3
CN(C)CCn1c(=S)[nH]c2ccccc2c1=O	6.5	-0.5	-0.1	i	0.0	-1.0	3.1	3.3	-3.1	-0.5
Cc1cccc(C2NC(c3cccc(C)c3)C([N+](=O)[O-])C(C)(C)C2[N+](=O)[O-])c1 (configuration not stated)	-7.3	1.3	-3.7	i	0.1	0.0	2.4	-6.7	2.3	8.6
CCCCn1nnnc1C1(C)CCC(=O)N1c1ccc(N2CCOCC2)cc1 (configuration not stated)	.	-1.0	7.5	.	1.9	-1.1	1.6	.	.	-4.9
O=C1NC[C@H](CC2CCCCC2)N(CCc2cccc(F)c2)C1=O	7.1	0.2	38.1*	i	-1.1	-0.5	6.4	-0.1	-1.2	1.0
COc1cccc(CN(C)CC(=O)Nc2ccccc2C(=O)NC2CC2)c1	-8.1	-2.7	-2.7	i	2.5	0.0	5.7	1.0	-38.9	0.4
COc1ccc(Cl)cc1NC(=O)c1nnn(CC(=O)Nc2ccc(C)c(C)c2)c1N	-6.2	-1.0	-2.0	i	0.4	-0.2	3.1	47.2	1.6	11.1
O=C(CCc1ccccc1)N1N=C(c2ccncc2)CC1(O)C(F)(F)F (configuration not stated)	-0.9	-0.4	-5.9	i	0.8	0.3	-2.3	-0.2	-2.4	-5.0
O=C(COc1ccc(Cl)cc1)NCc1nnc(SCC(=O)NC2CCCC2)o1	9.4	0.2	1.7	i	1.6	-1.4	0.3	3.4	0.1	-4.4
C#CCOCCOCCOCCNc1nc(N2CCN(C(=O)[C@H](CCC(=O)O)n3cc(C(N)CC(C)C)nn3)CC2)nc(N2CCN(C(=O)[C@H](Cc3cc4ccccc4[nH]3)n3cc(C(N)CC(C)C)nn3)CC2)n1 (some centres not stated)	3.9	-2.6	0.1	i	.	-0.4	-30.9	-14.3	-3.3	-3.1
CC(C)(C)N1C(=O)[C@H]2[C@@H](c3ccc(Br)cc3)N3C(=O)N(c4ccccc4)C(=O)[C@@]3(C)[C@H]2C1=O	-13.9	-0.5	4.5	i	1.4	0.4	3.7	0.6	-1.5	-3.5
COc1ccc(S(=O)(=O)N2CCOCC2)cc1NC(=O)c1cc(=O)[nH]c2ccccc12	-0.1	-0.6	-1.0	i	0.7	-0.2	-2.6	-4.3	0.3	3.9
Cc1nn(CC(=O)NCCCN2CCN(C)CC2)c(=O)c2cc(-c3ccccc3)nn12	0.6	-5.2	-1.8	i	-0.2	-0.1	-1.9	0.9	1.2	10.5
COc1ccc(CNC(=O)Cc2csc(Nc3nc(=S)[nH]c4ccccc34)n2)cc1	-1.1	4.2	5.3	i	0.3	-0.9	7.3	31.9	4.7	12.2
COc1ccc(C(C)(NC(C)=O)c2nc(-c3cccc(C(F)(F)F)c3)cs2)cc1 (configuration not stated)	.	4.4	-2.5	i	-0.8	0.2	0.2	-1.7	-4.0	1.1
C/C(=N\N1CCN(C2c3ccccc3-c3ccccc32)CC1)c1cccnc1	-4.5	-0.1	-7.1	i	-0.6	-1.3	-2.5	-0.9	0.8	8.6
COc1ccc(OCC(=O)NCc2cccnc2)cc1	15.6	-1.2	2.0	i	0.6	-0.8	-5.9	-1.2	-3.0	2.7
CC(C)c1nnc(NC(=O)C2CC(=O)N(CCc3ccc(F)cc3)C2)s1 (configuration not stated)	1.8	-0.1	3.2	i	0.2	-0.1	0.3	0.8	2.6	0.1
Cc1nn(C)c(C)c1NS(=O)(=O)c1ccc(OC(F)(F)F)cc1	-4.8	0.1	-6.3	i	0.4	-0.3	1.2	-1.6	-3.9	3.6
C#CCSc1nnc(-c2ccccc2)c(=O)[nH]1	-4.8	-1.8	1.1	i	-0.2	-0.3	0.3	0.2	1.2	0.4
COc1ccc(C2=NOC(COC(=O)c3ccc4ccccc4n3)C2)cc1 (configuration not stated)	-8.7	0.1	-5.8	i	0.6	0.5	-15.4	-3.7	1.9	-3.2
CCOC(=O)N1Cc2cc3ccccc3nc2C1	.	-0.8	-1.6	i	-0.6	-0.1	2.7	3.6	-0.6	-0.7
COc1ccc(C(N)=O)cc1NC(=O)CC(O)(C(F)(F)F)C(F)(F)F	-6.3	-0.7	-1.2	i	-0.6	0.8	-3.1	1.7	-0.6	-1.3
